High-throughput results: PubChem, several laboratories
DNMT1 block = blocks human DNA methyltransferase DNMT1; P26358; DNMT1 molecular beacon, Hinp1I cleavage, fluorescence; inhibition (reported as % activation of signal), % at 10 µM; hit rate 0.83% among 360,000; AID 588458; in the data active means inhibition above about 50%
eLon inh = inhibitors of E. coli Lon protease | hit rate 0.42% among 360,000 | inhibition, % at 7.94 µM | purified E. coli Lon protease, fluorescence polarization | AID 602123; in the data active means inhibition above about 13%, passing the limit was not always enough;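 further: 0% = enzyme with probe and DMSO and 100% = no enzyme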
MsrA inhibitor = bovine MsrA inhibition | purified bovine MsrA, absorbance read-out | inhibition, % at 15.5 µM | hit rate 0.75% among 360,000; in the data active means inhibition above about 4.5%;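 further: 0% = vehicle wells with enzyme and 100% = reference inhibitor wells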
TbMetRS inhib = blocks T. brucei methionyl-tRNA synthetase activity. inhibition, % at 11.9 µM. purified T. brucei MetRS, ATP depletion, Kinase-Glo luminescence. hit rate 0.4% among 360,000;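 active means inhibition above a per-plate cutoff of the control wells' mean inhibition plus 3 SD, cut at about 5.5% in these data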;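 further: 0% = DMSO wells median and 100% = median of wells with control inhibitor compound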
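technique = Kinase-Glo luminescence, ATP depletion format | system = purified MetRS (methionyl-tRNA synthetase) enzyme from Trypanosoma brucei | timing = 15 min preincubation, 2 h reaction, all 25 °C | evaluation = percent inhibition versus plate control medians | dosing = single dose, 11.9 µM final nominal, 0.9% final DMSO | also added = substrates ATP, L-methionine and bulk Escherichia coli tRNA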
CendR NRP1 mod = modulators of CendR peptide binding to human neuropilin-1. FAM-RPARPAR peptide binding to NRP-1, fluorescence polarization. O14786. inhibition, % at 25 µM. hit rate 0.85% among 360,000. AID 602438;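 active means inhibition or corrected inhibition above about 18%, plus a signal ratio from 0.5 to 1.5, limit read from the data, passing the limit was not always enough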; further: strong numbers were not always called active
Target sequence (O14786 whole entry, looked up): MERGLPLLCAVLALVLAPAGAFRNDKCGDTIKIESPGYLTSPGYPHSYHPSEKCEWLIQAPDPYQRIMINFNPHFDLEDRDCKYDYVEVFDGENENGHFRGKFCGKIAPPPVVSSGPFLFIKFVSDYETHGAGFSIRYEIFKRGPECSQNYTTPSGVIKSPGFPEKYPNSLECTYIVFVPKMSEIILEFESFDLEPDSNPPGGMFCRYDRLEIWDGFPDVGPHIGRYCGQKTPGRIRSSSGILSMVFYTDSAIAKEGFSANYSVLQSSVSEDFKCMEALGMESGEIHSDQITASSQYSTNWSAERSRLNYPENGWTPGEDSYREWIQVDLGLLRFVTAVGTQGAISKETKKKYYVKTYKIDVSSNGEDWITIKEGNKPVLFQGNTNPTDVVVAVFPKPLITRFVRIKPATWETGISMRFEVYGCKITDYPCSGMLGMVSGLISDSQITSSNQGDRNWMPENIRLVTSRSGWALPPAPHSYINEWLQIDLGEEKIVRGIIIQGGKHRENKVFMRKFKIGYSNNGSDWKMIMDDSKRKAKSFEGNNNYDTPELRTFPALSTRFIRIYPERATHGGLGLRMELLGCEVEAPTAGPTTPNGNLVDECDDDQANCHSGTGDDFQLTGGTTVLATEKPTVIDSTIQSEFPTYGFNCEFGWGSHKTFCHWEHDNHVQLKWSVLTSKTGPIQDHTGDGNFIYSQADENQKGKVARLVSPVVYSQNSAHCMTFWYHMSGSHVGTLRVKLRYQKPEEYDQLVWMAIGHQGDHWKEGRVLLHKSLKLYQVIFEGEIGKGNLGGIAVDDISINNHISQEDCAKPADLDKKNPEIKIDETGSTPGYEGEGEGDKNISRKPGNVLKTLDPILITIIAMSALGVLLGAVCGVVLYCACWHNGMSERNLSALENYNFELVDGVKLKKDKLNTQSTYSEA
SUMO1 PPI mod = modulators of human SUMO1-mediated protein-protein interactions. P63165. SUMO1 binding to a labelled peptide, TR-FRET, 1 h. inhibition, % at 20 µM. hit rate 0.33% among 360,000. AID 602429; in the data active means inhibition above about 37%
Scp-1 inhibitor = blocks human Scp-1 phosphatase activity. Q9GZU7. Recombinant Scp1, phosphopeptide, malachite green phosphate absorbance. inhibition, % at 20 µM. hit rate 0.88% among 340,000. AID 493091;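 active means inhibition above about 50% at 20 µM, limit read from the data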;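 further: plate controls were DMSO wells with enzyme for no effect and wells lacking enzyme for full effect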
Target sequence (Q9GZU7 76-261 limits assumed): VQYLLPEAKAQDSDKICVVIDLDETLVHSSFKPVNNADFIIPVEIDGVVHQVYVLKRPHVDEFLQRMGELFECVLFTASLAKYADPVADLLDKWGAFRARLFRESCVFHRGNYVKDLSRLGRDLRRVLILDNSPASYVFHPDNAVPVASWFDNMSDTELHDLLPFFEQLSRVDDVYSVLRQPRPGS
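Incubation: 45 min enzyme reaction at room temperature / System: truncated SCP-1 phosphatase (76-261aa) / Reagent: Phospho 17-mer peptide substrate / Buffer or medium: Acidic Tris acetate buffer with magnesium and detergent / Signal: absorbance at 630 nm / Doses: one concentration, 20 µM, with 1.0% DMSO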
STEP inh = inhibitors of human striatal-enriched phosphatase STEP | inhibition, % at 20 µM | P54829 | recombinant STEP, OMFP fluorogenic substrate, fluorescence | hit rate 0.25% among 360,000;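 active means inhibition at 20 µM, scaled per plate between control wells, above about 37%, limit read from the data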;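 further: 0% = DMSO with enzyme and substrate and 100% = substrate only without enzyme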
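System: isolated STEP enzyme; schedule: 20 min enzyme reaction at room temperature, protected from light; medium: Bis-Tris buffer pH 6.0, 2.5 mM DTT, 0.005% Tween 20; signal: fluorescence, 480/540 nm; dosing: single compound dose of 20 µM, 1% DMSO final; also added: OMFP substrate, 25 µM final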
MsrA act = bovine methionine sulfoxide reductase A activation | hit rate 0.3% among 360,000 | activation, % at 10.6 µM | purified bovine MsrA, absorbance read-out | AID 602163; in the data active means activation above about 7.5%;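 further: 0% = vehicle and 100% = reference activator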
LMPTP inh = LMPTP (human) inhibition. recombinant LMPTP-A, OMFP fluorogenic substrate, fluorescence intensity. inhibition, % at 20 µM. hit rate 0.22% among 360,000. AID 651560;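 active means compounds that cut the enzyme signal by at least half of the control window in the single-dose screen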;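 further: plate controls were DMSO wells with enzyme plus substrate for no effect and substrate without enzyme for full effect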
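test system = LMPTP-A | amount = 0.625 nM LMPTP-A final | reagent = fluorogenic phosphatase substrate OMFP at 400 µM final | incubation = 50 min at room temperature | benchmarks = no-enzyme low control, uninhibited high control | medium = Bis-Tris pH 6.0, DTT, detergent | signal = fluorescence intensity of OMFP turnover product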
Active calls of the source: *; . = no result given.

MsrA inhibitor	eLon inh	Scp-1 inhibitor	DNMT1 block	CendR NRP1 mod	TbMetRS inhib	LMPTP inh	STEP inh	MsrA act	SUMO1 PPI mod	SMILES
1.3	-4	-1	1	15	0.2	-1.3	-2	-2	-12	CC1(C)NC(=O)N(CCOc2ccc([N+](=O)[O-])cc2)C1=O
1.2	-4	-5	0	3	0.5	1.3	-1	-1	-19	Cc1cc2ccccn2c1C(=O)c1ccccc1F
0.5	-5	-10	5	0	-0.4	-0.6	-2	-1	-2	CC(=O)c1cccc(NC(=O)N2CCCC2C(=O)NCCC(C)C)c1 (stereo not drawn)
0.2	-5	2	1	1	2.3	1.2	-2	-10	3	Cc1cc(Br)ccc1NC(=O)CN(C)C(=O)CCSc1ccc(F)cc1
1.3	-14	-11	-12	2	-0.1	0.2	0	1	0	COC(=O)C1=C(C)NC(=O)/C1=C\c1cc(C)n(-c2cc(C)cc(C)c2)c1C
-1.2	-10	-3	3	1	-0.3	-1.1	1	-4	1	Cc1cccnc1NC(=O)CN1C(=O)c2ccccc2S1(=O)=O
-1.1	-1	-4	1	2	0.0	-1.9	-1	0	-2	C=CCNC(=O)C12CCC(C)(C(=O)[C@H]1Br)C2(C)C (stereo partly drawn)
0.7	2	-3	5	10	-1.0	-1.7	-4	-2	-2	CCN(CC)C(=O)c1ccccc1NC(=O)c1cccc(S(=O)(=O)N(CC)CC)c1
0.8	0	-3	-3	-3	-0.5	0.0	0	-4	-7	COc1ccc(/C=C/C(=O)N(C)C2CCCCC2)cc1Br
0.9	-4	-1	-5	10	-0.3	1.6	0	-2	7	COc1ccc(CC(=O)Nc2cc(Cl)ccc2N2CCCC2)cc1
0.6	-6	2	0	-3	0.1	-0.2	0	-3	1	O=C(CN1C(=O)c2cccnc2Oc2ccc(Cl)cc21)NCCc1ccccc1
-0.8	2	8	35	-1	0.1	9.4	0	-1	0	COc1ccc(-c2nnn3c2nc(NCc2ccccc2)c2ccccc23)cc1
0.2	17	2	7	-4	-0.6	1.2	1	-13	2	Cc1cc(C(=O)COC(=O)c2cc(Cl)ccc2N)c(C)n1Cc1ccco1
0.6	-5	-8	-1	-13	-0.8	-1.1	1	-1	6	Cc1cc(Nc2ccc(F)cc2F)n2nc(C)nc2n1
-0.1	-3	-4	0	8	-0.4	0.4	-1	-1	0	CC(=O)Nc1ccc(NC(=O)C(C)OC(=O)c2cc(S(=O)(=O)N3CCOCC3)ccc2Cl)cc1 (stereo not drawn)
0.6	8	53*	19	-4	-1.1	2.2	2	-4	-4	Cc1ccc(-c2cc(C(=O)N3CCN(c4ccc(F)cc4)CC3)c3ccccc3n2)o1
-0.5	-4	-7	-1	-16	-0.3	-0.9	-3	0	1	COc1ccccc1CNC(=O)C1CCCN(S(=O)(=O)c2ccc3c(c2)C(C)(C)C(=O)N3C)C1 (stereo not drawn)
1.4	-5	.	2	1	-1.3	-1.1	0	5	1	COC(=O)c1sccc1-n1cc2c(c1-c1ccccc1)c(=O)n(C)c(=O)n2C
-1.0	9	-13	0	1	-0.6	-0.3	0	-3	1	COc1ccc(C(=O)N2CCCC(C(=O)c3ccccc3OC)C2)cc1OC (stereo not drawn)
1.3	-8	-1	0	7	-0.7	-0.2	-2	-11	5	O=C(NCCc1ccc(Cl)cc1)c1ccc2c(c1)OCCO2
-1.4	1	-7	-5	-8	-0.2	-0.1	-3	-1	-2	COc1ccc(OC)c(S(=O)(=O)NCCC2=CCCCC2)c1
-0.9	0	.	1	2	-1.2	-2.0	-3	-2	4	COc1ccc(CN(C)C[C@@H]2OCCCC[C@@H](C)Oc3ccc(N(C)C)cc3C(=O)N([C@H](C)CO)C[C@@H]2C)cc1
-0.4	-9	-5	0	2	-0.1	0.9	1	-3	1	Cc1ccc(N=Cc2ccccc2O)cc1Cl
0.8	-1	-7	-3	16	0.9	2.5	4	-2	6	Cc1cccc(/C(N)=N/OC(=O)c2ccccc2Cl)c1
-1.0	3	-3	-4	2	-0.4	-1.2	0	-1	-39	O=C1C2CCCCC2C(=O)N1c1ccc(NC2CCN(Cc3ccccc3)CC2)c([N+](=O)[O-])c1 (stereo not drawn)
-0.3	-18	.	9	-7	-0.1	-1.2	0	0	1	O=C(Nc1ccccc1F)c1ccc2sc([C@@H]3O[C@H](CO)[C@H](O)[C@H](O)[C@H]3O)nc2c1
2.3	2	-6	3	4	-0.8	-0.6	1	-5	0	Cc1ccc(NC(=S)N(CCCN(C)C)Cc2cc3cc4c(cc3[nH]c2=O)OCO4)c(C)c1
3.0	-1	3	-2	5	0.4	-2.1	7	-1	3	COC(=O)c1ccc(C2Nc3ccccc3NC3=C2C(=O)CC(C)(C)C3)cc1 (stereo not drawn)
0.6	-3	4	4	-14	-0.9	0.3	-3	4	-1	Cc1ccc(NC(=O)c2ncn(CC(=O)NCc3nc4ccccc4[nH]3)n2)cc1C
-1.1	1	-4	6	6	-1.1	-0.8	-3	-9	-5	O=C(Nc1ncc(C(F)(F)F)cc1Cl)c1ccc(S(=O)(=O)N2CCOCC2)cc1
1.0	-2	-14	-2	6	-0.2	0.8	-1	-2	3	C[C@@]12C(=O)N(c3cccc(Cl)c3)C(=O)N1[C@@H]1c3ccccc3OC[C@@H]1[C@H]2c1ccccc1
-0.8	-2	-8	2	14	-0.3	-0.4	0	0	3	O=C(Nc1cc2c3c(c1)CC(=O)N3CCC2)c1ccccc1C(F)(F)F
4.4	0	-7	0	1	-1.2	-0.2	-3	-7	2	Cc1c(C=O)c2ccccn2c1C(=O)c1ccccc1
1.1	-2	-5	-3	4	-0.7	2.7	3	-1	-14	O=c1cc2c(nn1Cc1cccc([N+](=O)[O-])c1)-c1ccccc1CC2
1.0	2	-5	2	10	-0.5	-0.6	2	-3	-3	O=C(Nc1ccccc1Sc1ccccc1)C1CCCO1 (stereo not drawn)
-0.7	-5	-5	6	-6	-0.2	0.5	3	0	3	O=C(N/N=C/c1coc2ccccc2c1=O)c1ccc(Cl)cc1
-0.1	-14	-6	-2	-1	-0.3	-0.5	-3	-4	2	COc1ccc(C(=O)N2CCOC2CNC(=O)C(=O)NCc2ccccc2Cl)cc1 (stereo not drawn)
-0.2	3	-6	2	10	-0.2	-0.7	0	-2	2	CC(C)C(NC(=O)c1ccccc1)C(=O)NC1CCCc2ccccc21 (stereo not drawn)
1.7	-6	-12	-2	-2	-0.4	3.5	5	0	-4	Cc1nc(-c2ccccc2)sc1C(=O)CSc1ccc(Cl)cc1
-1.1	-14	.	23	3	-0.1	0.2	0	-3	-3	CN(Cc1c(C(=O)N/N=C/c2c(F)cccc2Cl)nnn1-c1nonc1N)C1CCCCC1
1.1	0	-1	1	4	0.6	0.6	-1	1	1	Cc1ccc(-n2c(Cc3ccccc3)n[nH]c2=S)c(C)c1
0.8	-6	.	3	1	-0.1	-1.1	3	-5	4	C[C@H]1CN(CCc2ccccc2)C(=O)[C@@H]1CC(=O)Nc1ccc(Br)cc1
0.3	-6	-7	-1	8	0.0	0.7	-1	0	-6	CC(=O)Nc1ccccc1OC(C)C(=O)N1CCC(C)CC1 (stereo not drawn)
0.0	-6	-1	2	-25	-0.8	-2.1	11	-3	6	CC1CCN(c2c(NCc3ccc(C(=O)N(C)C4CCCCC4)cc3)c(=O)c2=O)CC1
0.4	2	0	0	-12	0.3	-1.2	0	-5	12	NC(=O)c1c(NC(=O)CSc2nnc(-c3ccccc3)n2CC2CCCO2)sc2c1CCC2 (stereo not drawn)
1.6	-6	-4	-3	-2	-0.2	1.6	0	-2	-4	Nc1nc2c(s1)C(=O)CCC2
0.3	-8	-15	-5	-19	0.7	-1.2	3	-4	-9	COc1ccc(CC(=O)NCC(=O)N/N=C/c2ccc(C)o2)cc1
-0.3	-7	-5	8	-4	-0.2	0.2	-2	-2	2	COCCCNC(=O)CCC(=O)NNc1nc2ccccc2c2nc(-c3ccccc3)nn12
-0.5	-4	22	-7	-2	-1.1	1.0	-2	-14	0	CCn1c(COc2cccc(OC)c2)nnc1SCC(=O)Nc1cccc(OC)c1
1.7	-1	-3	0	8	-0.6	0.3	-3	5	-4	CN(C)N1C(N)=C(C#N)C(c2ccc(Br)cc2)C2=C1CC(C)(C)CC2=O (stereo not drawn)

Arranged by formula weight (smallest number first): part of the list above
MsrA inhibitor	eLon inh	Scp-1 inhibitor	DNMT1 block	CendR NRP1 mod	TbMetRS inhib	LMPTP inh	STEP inh	MsrA act	SUMO1 PPI mod	SMILES
1.3	-4	-1	1	15	0.2	-1.3	-2	-2	-12	CC1(C)NC(=O)N(CCOc2ccc([N+](=O)[O-])cc2)C1=O
1.3	-8	-1	0	7	-0.7	-0.2	-2	-11	5	O=C(NCCc1ccc(Cl)cc1)c1ccc2c(c1)OCCO2
0.8	0	-3	-3	-3	-0.5	0.0	0	-4	-7	COc1ccc(/C=C/C(=O)N(C)C2CCCCC2)cc1Br

Quoted at random: two records from the list
MsrA inhibitor	eLon inh	Scp-1 inhibitor	DNMT1 block	CendR NRP1 mod	TbMetRS inhib	LMPTP inh	STEP inh	MsrA act	SUMO1 PPI mod	SMILES
0.3	-8	-15	-5	-19	0.7	-1.2	3	-4	-9	COc1ccc(CC(=O)NCC(=O)N/N=C/c2ccc(C)o2)cc1
0.6	-6	2	0	-3	0.1	-0.2	0	-3	1	O=C(CN1C(=O)c2cccnc2Oc2ccc(Cl)cc21)NCCc1ccccc1

Additional structures.
MsrA inhibitor	eLon inh	Scp-1 inhibitor	DNMT1 block	CendR NRP1 mod	TbMetRS inhib	LMPTP inh	STEP inh	MsrA act	SUMO1 PPI mod	SMILES
0.1	8	-5	0	9	-0.5	-1.0	3	-5	2	CCCN(CC(=O)Nc1ccccc1OC)C(=O)CSC(=S)N1CCCC1
0.5	-9	-7	6	10	0.7	0.5	-1	-1	-2	Cc1ccc(OCC(=O)Nc2cccc(-c3nnc(-c4ccccc4)o3)c2)c(C)c1
3.1	-3	-5	3	5	0.8	48	6	-1	4	CCOC(=O)c1c(NC(=O)CSc2nnc3c(n2)[nH]c2ccccc23)sc2c1CCN(C)C2
0.1	-11	1	1	-8	-0.6	-2.3	-1	0	4	C[C@]12c3[nH]c4ccc(Cl)cc4c3CCN1C(=O)[C@@H](CC(=O)NCCc1ccccn1)C[C@@H]2C(=O)N1CCCCC1
-0.3	-8	-13	-2	-8	-0.5	-0.9	0	-2	-12	O=C(/C=C/c1ccc2ccccc2n1)N1CCN(S(=O)(=O)c2ccccc2F)CC1
0.4	3	-12	-3	-3	-0.3	0.6	5	-2	-6	CC(=O)C(Sc1ccc2nnc(-c3ccc(C)cc3)n2n1)C(C)=O
-1.1	-5	0	-1	-3	-0.6	-0.1	-1	0	1	O=C(NCCN1C(=O)C2C3C=CC(C3)C2C1=O)N1CCOCC1 (stereo not drawn)
